DENV2 CPE rescue = protects cells from dengue virus 2 cytopathic effect; DENV2-infected cells, cytopathic effect rescue, plate reader; CPE inhibition, % at 9.99 µM; 350,000 tested, 1.7% active; in the data active = CPE inhibition above about 20%, passing the limit was not always enough; inconclusive = no clear call, values can overlap the other calls; tested in BHK-21 cells;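 also: 0% = median of neutral control wells and 100% = median of positive control wells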
FN deposition inh = fibronectin deposition inhibition | inhibition, % at 12.6 µM | AID 743247 | AH1F fibroblasts, Alexa488-fibronectin deposition fluorescence, overnight | 350,000 tested, 0.086% active;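 active = mean inhibition across replicates of 30% or more, regardless of how many single replicates reach that level; inconclusive = mean under 30% yet at least half of replicates reach 30%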;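 also: positive control wells lacked labelled fibronectin entirely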
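Assay system: AH1F fibroblasts assembling fluorescent fibronectin matrix; Amount: 10000 AH1F cells per well; Buffer or medium: DMEM, 2% serum; Probe or stimulus: Alexa488-fibronectin, 24 nM final in well; Doses: single compound dose, delivered by pin transfer; Incubation: 1 h adhesion, overnight exposure; Measured by: fluorescence 485/525 nm; Read-out: fibronectin deposition inhibition.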
EWS-Fli block = inhibitors of EWS/Fli oncoprotein transcriptional activity. A673 NR0B1-luciferase reporter, viability-normalised. inhibition, % at 12.6 µM. 350,000 tested, 0.67% active;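 active = mean inhibition of at least 50% after viability correction, with every replicate also passing that limit; inconclusive = mean reaches 50% but only one of two replicates passes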;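 also: firefly luciferase signal divided by Alamar Blue viability fluorescence both relative to DMSO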
PAX8 inh HTS = lowers PAX8-driven luciferase in RMG-I cells; 360,000 tested, 1.2% active; RMG-I TPO-luciferase reporter, SteadyGlo, 24 h; AID 652154; inhibition, % at 12.6 µM;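 active = mean replicate inhibition at least 60% with every replicate also reaching 60%; inconclusive = only one of the two criteria is met; inactive = mean below 60% and not all replicates reaching 60%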;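 also: luciferase light reporting Pax8 driven TPO promoter activity; plate controls were median of neutral control wells for no effect and mitoxantrone controls for full effect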
miR-122 sensor = inhibitors of miR-122 in Huh7 cells | Huh7 miR-122 Renilla luciferase sensor, 48 h; neutral wells = 0, positive control = 100 | activation (reporter increase), % at 12.5 µM | 340,000 tested, 0.3% active;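 active = mean replicate activation score at least 90 and every replicate individually at or above 90; inconclusive = only one of the two criteria met; inactive = neither criterion met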;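 also: higher luciferase means less miR-122 activity so hits act as miR-122 inhibitors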
CFTR F508del cor = correctors of CFTR F508del function in bronchial epithelial cells; CFBE cells, YFP halide quenching; stimulated with forskolin plus potentiator P3; % fluorescence drop versus neutral controls; activity (quench increase), % at 7.58 µM; 350,000 tested, 0.36% active; AID 720511;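 active = mean added fluorescence quench of at least 8% versus neutral control, with both replicates also reaching 8%; inconclusive = only one of the mean or replicate conditions met; inactive = mean below 8% and not both replicates reaching 8%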;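 also: cells transiently co-express mutant CFTR-F508del with the halide-sensitive YFP; corrector assay measuring rescue of mutant channel to the surface after 24 h compound exposure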
GSIS activator = GLuc luminescence reporter in INS-1E cells, primary screen for activators of glucose-dependent secretion of insulin; activation, % at 16.6 µM; INS-1E GLuc reporter insulin secretion, 2-3 h; 370,000 tested, 0.61% active; AID 743287;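 active = lowest replicate activation of at least 40%, so every replicate reaches that level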;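 also: 0% = median of neutral control wells and 100% = median of IBMX positive control wells; some compounds called inactive have numbers as strong as hits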
Numbers without * were called inactive; ? = inconclusive; . = not tested or not shown; & = joins results of further samples; [ ] = remark or other dose. Rows are unselected. Share with any hit: about 3.9%.

Compound | DENV2 CPE rescue | FN deposition inh | EWS-Fli block | PAX8 inh HTS | miR-122 sensor | CFTR F508del cor | GSIS activator
C[C@H]1CN([C@@H](C)CO)C(=O)Cc2cc(NS(=O)(=O)c3cn(C)cn3)ccc2O[C@H]1CN(C)Cc1ccc(Oc2ccccc2)cc1 | 9 | -1 | 3 | . | 12[16.7 µM] | -1.8 | 15
CO[C@H]1CN(C)C(=O)c2cc(NS(=O)(=O)c3ccccc3C)ccc2OC[C@@H](C)N(C)C[C@H]1C | 1 | 1 | -1 | -10 | -8[16.7 µM] | 1.0 | -18
Cn1nnnc1SCC(=O)Nc1ccccc1Cc1ccccc1 | . | 7 | . | 1 | 3 | . | .
Cc1ccc(SCCSc2nc(N)cc(=O)[nH]2)cc1 | 0 | 3 | -3 | -1 | -5 | 1.7 | 23
C[C@@H]1CN([C@@H](C)CO)C(=O)c2cc(C3=CCCCC3)cnc2O[C@@H]1CN(C)CC1CCOCC1 | -4 | . | -3 | 2 | -1[16.7 µM] | 2.7 | 4
C[C@@H]1CN([C@@H](C)CO)C(=O)c2cc(NC(=O)CCC(F)(F)F)ccc2O[C@@H](C)CCCCO[C@@H]1CN(C)C(=O)c1ccccc1 | -11 | 11 | -10 | -30 | 5[16.7 µM] | -2.6 | 0
COc1ccc(NC(=O)c2ccco2)cn1 | -3 | 1 | -23 | -28 | 9 | -2.3 | -12
C[C@H](CO)N1C[C@H](C)[C@H](CN(C)Cc2ccc(F)cc2)Oc2ncc(-c3cc4ccccc4o3)cc2C1=O | 18 | . | 16 | 20 | . | -0.8 | .
CN1CCS/C1=C\C=C1/SC(=S)N(CC(=O)O)C1=O | 16 | -3 | -10 | 13 | . | 1.0 | -39
CCOc1ccc(CCNC(=O)c2nnn(CC(=O)Nc3ccc(OC)cc3)c2N)cc1OCC | -5 | 0 | . | -6 | 1 | 0.6 | 8
CC(C)(C)c1c(Cl)c(O)c(-c2ccccc2)c(=O)n1-c1ccccc1 | -2 | -6 | 7 | 10 | 0 | 1.9 | -2
CCOC(=O)c1ccc(NC(=S)N(CCCN2CCN(CC)CC2)Cc2ccco2)cc1 | 6 | 5 | 6 | 9 | 0 | -0.8 | -5
C[C@@H]1CN([C@H](C)CO)S(=O)(=O)c2ccc(C#C[C@@H](C)O)cc2O[C@@H]1CN(C)Cc1ccc(-c2ccccc2)cc1 | 10&14&-2 | 9 | 20&24&-5 | 23&50 | 9 | 0.0&-3.6&2.4 | -17&-5
[N-]=[N+]=NC1c2ccccc2C(=O)N1Cc1ccccc1 (configuration not stated) | 2 | 2 | 0 | 33 | -1 | 0.3 | 13
COc1ccccc1CNC(=O)c1nnc(Cc2ccc(Cl)cc2)o1 | 4 | 1 | -4 | -4 | -5 | 2.1 | 1
COCCNC(=O)CCCC(=O)NCCOC | . | 10 | . | -13 | -7 | . | 4
CCOC(=O)Nc1ccc2c(c1)N(C(=O)CCCl)c1ccccc1[S@]2=O | -17 | 4 | ? | 120* | -1 | -19 | -14
O=S(=O)(c1ccccc1)N1CCCCN2[C@H](C1)[C@H](c1ccc(-c3ccccc3)cc1)[C@@H]2CO | -16 | . | -2 | 22 | 3[16.7 µM] | -0.2 | 1
O=C(/C=C/c1cccc(F)c1)Nc1ccc(S(=O)(=O)Nc2ncccn2)cc1 | 3 | -1 | 6 | 9 | 2 | 1.8 | 25
Cc1nn(C)cc1NC(=O)C[C@@H]1CC[C@@H]2[C@H](COc3ccc(NC(=O)Nc4cccc(Cl)c4)cc3C(=O)N2C)O1 | -3 | 1 | -10 | 4 | -38[16.7 µM] | -0.4 | -2
CCc1nc2ccc(C(=O)N(CC)CCN(C)C)cn2c1N(C)Cc1nccs1 | -1 | 4 | -18 | -23 | -4 | -2.0 | 7
Cc1ccnc(NC(=O)c2ccc3c(c2)NC(=O)C(C)S3)c1 (configuration not stated) | -8 | -6 | 36 | -70 | 8 | 0.6 | 10
Cn1cnc(S(=O)(=O)N2CC[C@@H]3[C@H](CO)Nc4ccc(C#Cc5ccccc5F)cc4[C@@H]32)c1 | ? | 9 | -15 | 16 | -6[16.7 µM] | -1.2 | 3
O=C(/C=C/c1ccccc1[N+](=O)[O-])OCC(=O)c1ccccc1 | 1 | 10 | 15 | 1 | . | -0.1 | -4
O=[N+]([O-])c1ccc(Cc2ccncc2)cc1 | 10 | 10 | 5 | 13 | . | 2.5 | 8
N#C[C@H]1[C@@H](c2ccccc2)[C@H](CO)N1S(=O)(=O)c1ccc(F)cc1 | -2 | -1 | 5 | 1 | . | -0.7 | -4
Cc1ccc(S(=O)(=O)N[C@@H]2CC[C@H](CC(=O)N3CCN(c4ccccc4)CC3)O[C@H]2CO)cc1 | -4 | . | -6 | 5 | . | -0.3 | -4
CC1CCCC(N2CCN(S(=O)(=O)c3ccccc3)CC2)C1 (configuration not stated) | 6 | 0 | -3 | -9 | 0 | -0.2 | 10
O=C1Nc2ccc(Cl)cc2/C1=C/C1CC=CCC1 (configuration not stated) | . | 4 | . | 24 | 6 | . | -19
COc1cccc(NC(=O)c2ccc3c(c2)C(=O)N(CC2CCCO2)C3=O)c1 (configuration not stated) | -3 | 3 | -4 | -14 | 0 | -3.5 | 11
O=C(O)/C=C/C(=O)Nc1ccc(S(=O)(=O)Nc2nccs2)cc1 | 13 | 2 | 5 | -20 | -7 | 1.3 | 24
O=C(Nc1c2c(nn1-c1ccccc1)CS(=O)(=O)C2)c1cc2ccccc2o1 | 6 | 2 | . | 7 | . | -0.2 | 29
COCCN(C(=O)C1CCCC1)c1c(N)n(Cc2ccccc2)c(=O)[nH]c1=O | 8 | 7 | 0 | 6 | -9 | -4.0 | 14
O=C(C[C@H]1C[C@H]2c3cc(NC(=O)Nc4ccc(C(F)(F)F)cc4)ccc3O[C@H]2[C@H](CO)O1)NCc1cc(F)ccc1F | -4 | . | -10 | -5 | 3[16.7 µM] | -2.4 | 8
O=C(C[C@@H]1CC[C@H]2[C@@H](COC[C@@H](O)CN2Cc2cc(F)cc(F)c2)O1)Nc1nccs1 | -5 | -7 | 0 | 15 | -1[16.7 µM] | 1.9 | 3
O=C(O)CCC(=O)Nc1ccc(NC(=O)c2ccc(Cl)cc2Cl)c(Cl)c1 | -6 | -6 | 15 | -4 | . | -0.9 | 12
CC(C)NC(=O)N(C)C[C@H]1Oc2ncc(C#CCC3CCCC3)cc2C(=O)N([C@@H](C)CO)C[C@H]1C | 8 | -12 | -6 | . | -6[16.7 µM] | -1.0 | -5
CC(=O)Nc1nc(C)c(C(C)=O)s1 | . | -1 | . | 9 | 2 | . | .
C[C@@H]1CN([C@H](C)CO)C(=O)c2cc(NS(=O)(=O)c3ccc(F)cc3)ccc2O[C@H]1CN(C)C(=O)Nc1ccc(F)cc1 | 2 | . | 3 | . | -5[16.7 µM] | 0.7 | 14
CCNCc1cc(Cl)c(OCc2ccccc2)c(OCC)c1 | 12 | 7 | 4 | 15 | 2 | 1.1 | 12
O=C(c1cccs1)N1N=C(c2ccc(O)cc2)CC1c1ccccc1 (configuration not stated) | . | 10 | . | -4 | . | . | 7
Cn1c(=O)[nH]c(=O)c2c1nc(N1CCCCC1)n2CCSc1nc2ccccc2o1 | 7 | -9 | -8 | -6 | 0 | 1.0 | .
CCOc1ccc(C(C(=O)NC2CCCCC2)N(CCOC)C(=O)c2snc(C(N)=O)c2N)cc1 (configuration not stated) | -4 | -11 | 2 | 3 | -5 | 3.9 | -9
C[n+]1ccc(/C=N/Nc2nc(Cl)c(C#N)c(Cl)c2Cl)cc1 | -1 | 5 | -17 | 63* | -4 | 0.6 | -46
CCCn1nc(C(=O)OCC(=O)Nc2ccc(C)cc2)c2ccccc2c1=O | 14 | -5 | 5 | 3 | -3 | 2.0 | 20
Cc1cc(C)n(-c2nc3ccccc3nc2N2CCCC2)n1 | 3 | . | 11 | . | -1 | -1.7 | -7
CC(C)OCCCNC(=O)Cn1ccc2cc(S(=O)(=O)N3CCCCCC3)ccc21 | 3 | 2 | -4 | -3 | -2 | 0.1 | -3
O=C(NCC(NS(=O)(=O)OCC(Cl)(Cl)Cl)c1ccccc1)C(F)(F)F (configuration not stated) | 3 | -5 | 1 | 11 | . | -4.2 | -4
CCCCCc1c(O)nc(SCCN(C)C)[nH]c1=O | -3 | 0 | 0 | -28 | . | -4.2 | -4
COc1ccc(Cl)cc1-c1nc(-c2ccc(NC(=O)c3ccncc3)cc2)no1 | . | -12 | . | -3 | -3 | . | .

Other results.
Compound | DENV2 CPE rescue | FN deposition inh | EWS-Fli block | PAX8 inh HTS | miR-122 sensor | CFTR F508del cor | GSIS activator
CO[C@@H]1CN(C)C(=O)c2ccc(NC(=O)c3ccc(Oc4ccccc4)cc3)cc2OC[C@H](C)NC[C@H]1C | 16 | 6 | 11 | 25 | -32[16.7 µM] | -7.7 | -7
COc1ccc(C2(C)NC(=O)N(CC(=O)Nc3cccnc3Cl)C2=O)cc1 (configuration not stated) | 0 | 1 | 7 | -8 | -1 | 0.2 | 7
Cc1c(C)n(Cc2ccccc2)c2ncnc(NCCCN(C)C)c12 | 14 | 6 | 2 | -2 | . | -1.1 | 2
CSCC[C@H](NC(=O)OC(C)(C)C)C(=O)N/N=C/c1cccc2cccnc12 | 12 | 2 | 12 | 11 | . | 4.5 | -7
O=C(C1CC1)N1CC(=O)N2[C@H](CO)[C@H](c3ccc(C#CCc4ccccc4)cc3)[C@H]2C1 | -9 | -5 | 2 | 40 | . | -2.7 | 0
O=C(CC1=NCCNC(c2ccccc2)C1)c1ccccc1O (configuration not stated) | ? | . | -50 | . | -1 | -3.8 | -26
CN1C(=O)CSc2ccc(C(=O)O)cc21 | -5 | 3 | -3 | -20 | 7 | -1.1 | 25
CC1(C(=O)NS(=O)(=O)c2cccc(F)c2)CCN1C(=O)Cc1ccc(-c2ccccc2)cc1 (configuration not stated) | -4 | . | 0 | 0 | -7 | 2.0 | -10
CCOC(=O)C1(C(=O)OCC)CCN(S(=O)(=O)c2ccccc2)CC1 | 15 | 5 | 0 | -5 | 5 | 5.5 | -4
C[C@H]1CN([C@@H](C)CO)C(=O)c2cccc(NC(=O)Nc3ccccc3)c2O[C@H]1CN(C)Cc1ccc(C(=O)O)cc1 | 16 | . | -6 | 3 | -9[16.7 µM] | 0.5 | 14
C[C@@H]1CN([C@H](C)CO)C(=O)c2cc(NC(=O)CCC(F)(F)F)ccc2O[C@@H]1CN(C)Cc1ccc(C(F)(F)F)cc1 | 2 | . | -9 | 24 | -3[16.7 µM] | -0.6 | -7
COc1ccc(C)cc1CN1C(=O)c2ccccc2C1=O | -2 | -19 | -11 | -7 | 5 | 0.5 | 28
O=C(/C=C/c1c(Cl)nc2ccccn12)N1CCN(c2ccccc2F)CC1 | . | 5 | 5 | 8 | . | -3.8 | -9
Cc1noc(C)c1S(=O)(=O)Nc1ccc2c(c1)C(=O)N([C@@H](C)CO)C[C@H](C)[C@@H](CN(C)Cc1ccccc1)OCCCC[C@H](C)O2 | -4 | 3 | 4 | 2 | 12[16.7 µM] | -3.4 | -7
CCCCNC(=O)C1CCC(CNS(=O)(=O)c2c(C)cc(C)cc2C)CC1 (configuration not stated) | ? | 5 | 4 | 14 | -2 | -1.5 | -11

Compound activity from PubChem.
